Screens: PubChem, Dana-Farber Cancer Institute and Novartis Institutes for BioMedical Research (Cambridge, Mass)
USP10 inh: human USP10 deubiquitinase inhibition. Q14694. purified USP10, Ub-rhodamine fluorescence, 60 min. inhibition, % at 20 µM. 1.1% of 47,000 active
USP17 block: inhibitors of human USP17 deubiquitinase. purified USP17, Ub-rhodamine cleavage fluorescence, 3 h. inhibition, % at 50 µM. A8MUK1. 6.5% of 47,000 active
Target sequence (A8MUK1 whole entry, looked up): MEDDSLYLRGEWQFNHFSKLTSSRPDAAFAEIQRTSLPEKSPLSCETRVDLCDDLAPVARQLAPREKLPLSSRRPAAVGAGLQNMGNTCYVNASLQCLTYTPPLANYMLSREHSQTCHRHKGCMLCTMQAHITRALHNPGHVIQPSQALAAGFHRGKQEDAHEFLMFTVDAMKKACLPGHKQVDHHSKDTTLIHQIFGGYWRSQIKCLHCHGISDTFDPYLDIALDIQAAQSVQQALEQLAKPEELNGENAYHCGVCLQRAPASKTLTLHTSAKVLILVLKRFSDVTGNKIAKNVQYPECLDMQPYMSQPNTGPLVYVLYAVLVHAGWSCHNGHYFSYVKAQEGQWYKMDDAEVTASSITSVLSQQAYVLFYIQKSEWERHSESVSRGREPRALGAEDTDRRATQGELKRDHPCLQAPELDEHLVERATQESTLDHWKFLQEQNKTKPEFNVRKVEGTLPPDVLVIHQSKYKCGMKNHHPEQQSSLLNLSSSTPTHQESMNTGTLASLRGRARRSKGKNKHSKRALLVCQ
USP8 inh: human USP8 deubiquitinase inhibition. P40818. purified USP8, Ub-rhodamine cleavage fluorescence, 30 min. inhibition, % at 20 µM. 4.2% of 47,000 active
USP28 block: inhibitors of human USP28 deubiquitinase; Q96RU2; purified USP28, Ub-rhodamine cleavage fluorescence, 30 min; inhibition, % at 25 µM; 3% of 47,000 active
UCHL1 block: inhibitors of human UCHL1 deubiquitinase; AID 1645859; inhibition, % at 20 µM; purified UCHL1, Ub-rhodamine cleavage fluorescence; 0.2% of 47,000 active
USP30 inh: inhibitors of human USP30 deubiquitinase | Q70CQ3 | purified USP30, Ub-rhodamine cleavage fluorescence | inhibition, % at 25 µM | 5.3% of 47,000 active | AID 1645860
Target sequence (Q70CQ3 whole entry, looked up): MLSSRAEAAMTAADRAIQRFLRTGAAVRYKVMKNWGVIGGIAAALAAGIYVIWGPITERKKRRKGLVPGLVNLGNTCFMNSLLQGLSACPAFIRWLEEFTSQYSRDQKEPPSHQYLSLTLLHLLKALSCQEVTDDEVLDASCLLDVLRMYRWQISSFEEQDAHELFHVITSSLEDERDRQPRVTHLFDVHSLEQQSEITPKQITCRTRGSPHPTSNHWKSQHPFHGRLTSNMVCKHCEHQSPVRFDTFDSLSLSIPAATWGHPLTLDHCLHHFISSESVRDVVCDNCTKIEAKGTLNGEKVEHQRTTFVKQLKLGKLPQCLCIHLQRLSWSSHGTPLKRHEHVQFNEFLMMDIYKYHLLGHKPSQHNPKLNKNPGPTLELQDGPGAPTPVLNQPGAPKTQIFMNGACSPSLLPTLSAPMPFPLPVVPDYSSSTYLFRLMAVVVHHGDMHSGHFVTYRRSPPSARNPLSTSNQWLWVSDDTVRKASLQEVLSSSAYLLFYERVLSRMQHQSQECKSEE
USP7 block: inhibitors of human USP7 deubiquitinase. Q93009. purified USP7, Ub-rhodamine cleavage fluorescence. inhibition, % at 20 µM. 0.3% of 47,000 active. AID 1645854
OTUD3 block: blocks human OTUD3 ubiquitin-rhodamine cleavage; purified OTUD3, Ub-rhodamine fluorescence, 2 h; inhibition, % at 25 µM; Q5T2D3; AID 1645858; 0.7% of 47,000 active
* hit, by the source's call; i = inactive; nt = not tested or not shown. Cut-off read from the data, not from the text of the source: active = inhibition above about 30%; inactive = the rest.

Screens in order: USP10 inh	USP17 block	USP8 inh	USP28 block	UCHL1 block	USP30 inh	USP7 block	OTUD3 block
> O=C(Nc1ccccc1)c1ccc(N2CCCC2)c([N+](=O)[O-])c1
    6	-22	-58	15	0	-7	-6	0
> CC(C)(C)c1ccc(C(=O)NC2CCN(C(=O)c3ccc(Cl)cc3)CC2)cc1
    4	16	25	3	1	19	6	8
> COc1ccc(Oc2nc(F)c(Cl)c3c2N(CC2CCCO2)CCS3(=O)=O)cc1 (stereo unspecified)
    5	33*	69*	17	6	-51	-25	6
> COc1cccc(NC(=O)CN2CCC(c3nc4ccccc4[nH]3)CC2)c1
    -8	-9	0	-10	-4	-49	-2	-10
> O=C(c1cc(-c2ccccc2)on1)N(Cc1ccc(F)cc1)Cc1ccco1
    10	-7	-3	9	2	-8	6	0
> COc1ccc(OC)c(/C=C(/C#N)c2nc(-c3ccc4c(c3)OCO4)cs2)c1
    -4	-146	-267	-217	-156	i	-140	-182
> O=C(CCc1ccccc1)N1CCCC(c2[nH]nc3nccnc23)C1 (stereo unspecified)
    2	6	0	5	1	14	1	7
> O=C(c1cccc(C(F)(F)F)c1)N1CC2CCCN2c2ccc(C(F)(F)F)cc21 (stereo unspecified)
    4	4	17	6	9	-23	-2	-1
> COc1ccc(Cl)cc1C(=O)N1CCC(c2nc(C)c3c(n2)N(C)C(=O)CC3)C1 (stereo unspecified)
    0	-21	-34	-16	-5	-32	-9	-11
> O=C(Nc1ccc(Cl)cc1F)c1cc(CN2CCCC2)on1
    1	-15	-20	5	1	-6	-3	-7
> O=C(COc1ccc(F)cc1)Nc1cnc(-c2ccccc2)nc1
    0	-1	28	7	3	-13	4	4
> Cc1cc(O)c(C(c2ccccc2F)c2c(O)cc(C)[nH]c2=O)c(=O)[nH]1
    0	-5	0	-2	0	13	1	0
> Cc1cnc(N2CCC3(CCN(C(=O)c4cccnc4)CC3)C2)nc1
    3	1	-36	6	1	12	7	15
> Cc1ccc2c(=O)cc(C(=O)NCC(c3ccco3)N3CCCC3)oc2c1C (stereo unspecified)
    0	11	-6	4	0	0	-2	0
> Cn1cccc1C(=O)Nc1cnn(-c2ncc(N3CCCC3)cn2)c1
    -3	31*	-7	-17	-7	-109	-5	-15

Some of these compounds in order of number of heavy atoms, high to low:
Screens in order: USP10 inh	USP17 block	USP8 inh	USP28 block	UCHL1 block	USP30 inh	USP7 block	OTUD3 block
> O=C(c1cccc(C(F)(F)F)c1)N1CC2CCCN2c2ccc(C(F)(F)F)cc21 (stereo unspecified)
    4	4	17	6	9	-23	-2	-1
> O=C(c1cc(-c2ccccc2)on1)N(Cc1ccc(F)cc1)Cc1ccco1
    10	-7	-3	9	2	-8	6	0
> COc1cccc(NC(=O)CN2CCC(c3nc4ccccc4[nH]3)CC2)c1
    -8	-9	0	-10	-4	-49	-2	-10
> Cc1cc(O)c(C(c2ccccc2F)c2c(O)cc(C)[nH]c2=O)c(=O)[nH]1
    0	-5	0	-2	0	13	1	0
> Cn1cccc1C(=O)Nc1cnn(-c2ncc(N3CCCC3)cn2)c1
    -3	31*	-7	-17	-7	-109	-5	-15
> O=C(Nc1ccccc1)c1ccc(N2CCCC2)c([N+](=O)[O-])c1
    6	-22	-58	15	0	-7	-6	0
> O=C(Nc1ccc(Cl)cc1F)c1cc(CN2CCCC2)on1
    1	-15	-20	5	1	-6	-3	-7

(more compounds)
Screens in order: USP10 inh	USP17 block	USP8 inh	USP28 block	UCHL1 block	USP30 inh	USP7 block	OTUD3 block
> COc1cccc(CC(=O)N2CCC3(CC2)NC(=O)[C@H]2CN(C(C)=O)C[C@H]23)c1
    4	-1	-51	5	-4	4	3	8
> CCn1c(C)nc2cc(-c3nnc(N4CCOCC4)n3-c3ccccc3)ccc21
    1	8	12	5	3	21	5	6
> CC(=O)Nc1ccc(-n2cnc(C(=O)NCc3ccc(F)cc3)c2)nc1
    5	7	16	11	0	12	5	11
> CC1CCCCN1C(=O)c1ncn2c1CN(C)S(=O)(=O)c1ccccc1-2 (stereo unspecified)
    -1	3	-18	6	2	0	5	4
> O=C(c1noc2c1CCCC2)N1CCNCC1c1ccccc1 (stereo unspecified)
    1	7	3	2	1	10	2	8
> COc1cc(C(=O)NCC(c2ccco2)N2CCOCC2)cc(OC)c1OC (stereo unspecified)
    -1	-15	-4	-11	-2	-12	-1	-11
> CCN(C(=O)c1cc2c(s1)-c1ccccc1OC2)c1ccccc1F
    4	22	13	52*	0	5	-35	11
> CC1CCCN1C(=O)c1ncn2c1CN(C)S(=O)(=O)c1ccccc1-2 (stereo unspecified)
    3	2	1	-9	-2	-32	0	-7
> Cc1cc(C)n2nc(CN(C(=O)Cc3ccccc3)c3ccc(F)cc3)nc2n1
    -1	3	2	4	0	4	-5	-1
> CC(C)CC(=O)N1CCN(c2ccc(N3CCCC3)nn2)CC1
    -3	-8	-4	-1	0	-15	-1	-1
> CN(CCNS(=O)(=O)c1cc2c(cc1Cl)NC(=O)CO2)Cc1ccccc1
    -9	-11	-4	-15	-10	-98	-6	-9
> O=c1[nH]c(=O)c2ncn([C@@H]3O[C@H](CO)[C@@H](O)[C@H]3O)c2[nH]1
    3	-9	1	-11	0	4	0	-8
> Cc1ccc(NC(=O)CCNS(=O)(=O)c2ccc3c(c2)CCC(=O)N3)cc1F
    1	-1	0	-2	0	1	5	12
> O=C(Nc1ccccc1)c1nnn(-c2ccccc2)n1
    2	-2	-14	1	-2	8	0	4
> COc1ccc2sc(NC(=O)Cc3c(C)nc4[nH]nc(C)n4c3=O)nc2c1
    3	-6	-93	8	2	3	4	16

New compounds follow:
Screens in order: USP10 inh	USP17 block	USP8 inh	USP28 block	UCHL1 block	USP30 inh	USP7 block	OTUD3 block
> Cc1cccc(N(Cc2nc3nc(C)cc(C)n3n2)C(=O)Cc2ccccc2)c1
    0	-7	0	-15	0	-6	-5	-4
> COc1ccc(CN2CC[C@@H]3[C@H]2C(=O)NC[C@H](CCC(=O)NCc2cccnc2)N3C)cc1
    2	-30	63*	34*	18	38*	-22	25
> O=C1CCSc2ccccc2N1Cc1ccccc1F
    1	0	5	25	0	14	-16	0
> Cc1ccc(SC2=C(Nc3cccc(Cl)c3)C(=O)N(Cc3ccccc3)C2=O)cc1
    -3	-153	-24	-196	-82	i	-57	-148
> O=C(C1Cn2ccnc2C2(CCN(S(=O)(=O)c3ccccc3)CC2)O1)N1CCOCC1 (stereo unspecified)
    0	-32	-176	-12	-4	-36	-6	-12
> CCOC(=O)N1CCN(C(=O)NC2CCCC2)CC1
    1	3	0	4	2	11	3	8
> COc1ccc(CCNC(=O)Cn2c(=O)n(-c3ccc(CC(=O)NC4CCCC4)cc3)c(=O)c3ccccc32)cc1OC
    16	19	-6	-2	4	-16	9	3
> Cc1cccc(NC(=O)c2ccc(N3C(=O)C(C)CS3(=O)=O)cc2)c1C (stereo unspecified)
    6	34*	3	nt	2	nt	5	3
> c1csc(-c2csc(-c3ccc4c(c3)OCCO4)n2)c1
    0	-6	-54	8	0	-12	-1	-5
> O=C(NCc1cccnc1)c1cn(-c2ccc(Cl)cc2)nn1
    0	2	1	0	-1	0	0	-1
> O=C(Cn1ncc2cc([N+](=O)[O-])ccc21)N1CCc2ccccc21
    1	-4	1	-42	0	-191	-4	-25
> O=C(Cn1cc(C(=O)C2CC2)c2ccccc21)NCc1ccc2c(c1)OCO2
    13	83*	69*	51*	1	6	9	9
> O=C(c1c2c(-c3ccncc3)ncnc2n2ccccc12)N1CCOCC1
    -2	1	33*	-25	-80	-77	-88	-20
> CCOc1ccc(N2C(=O)N(c3ccccc3C)C3CS(=O)(=O)CC32)cc1 (stereo unspecified)
    1	-3	2	-6	-2	-12	-2	-3
> CCCOc1ccc(N2CC(C(=O)Nc3ccc4c(c3)OCO4)CC2=O)cc1 (stereo unspecified)
    15	8	25	5	1	14	7	5

The results go on.
Screens in order: USP10 inh	USP17 block	USP8 inh	USP28 block	UCHL1 block	USP30 inh	USP7 block	OTUD3 block
> COc1ccc(-c2csc(C(O)c3cccc(OC)c3)n2)cc1 (stereo unspecified)
    2	0	0	17	1	-16	-1	-8
> O=C(NCc1ccccc1)c1ccc(-c2ccc(N3CCCC3)nn2)cc1
    -3	66*	-2	-2	4	-29	0	-6
> O=C1CC(C(=O)Nc2ccc(F)cc2)c2c(nc(N3CCCCC3)[nH]c2=O)N1 (stereo unspecified)
    -3	-1	-6	nt	-1	nt	2	5
> CC(C)[C@H](NC(=O)[C@@H]1Cc2c([nH]c3ccccc23)C2c3ccccc3C(=O)N21)C(=O)NCCc1ccccc1 (stereo partly specified)
    -13	-19	-3	-13	0	-75	-6	-26
> CCN1C/C(=C\c2cccc(Cl)c2)c2nc3ccccc3c(C(=O)O)c2C1
    -4	-119	-149	-109	-14	i	-13	-162
> O=S1(=O)NC(=NCCc2ccc(Cl)cc2)c2ccccc21
    7	35*	15	9	1	29	-1	7
> CCc1ccccc1NC(=O)C(=O)c1cc(C)n(-c2ccccc2)c1C
    7	-5	-164	7	3	3	9	7
> COc1cc(OC)c2c(=O)cc(-c3ccccc3)oc2c1OC
    3	1	6	4	7	37*	3	10
> O=C1NC2(CCCCCC2)C(=O)N1Cc1nc(-c2ccc(Cl)cc2)no1
    -9	40*	21	-12	-2	-34	-3	1
> Cc1cc(C)n(C)c(=O)c1C(=O)N1CCc2nc(N)c(C(=O)Nc3ccc(F)cc3)cc2C1
    0	10	11	10	1	1	0	9
> Cc1nc(N2CCN(C)CC2)ncc1C(=O)Nc1ccccc1
    0	-10	-34	-7	-1	-4	1	-4
> O=C(NCc1ccccc1Cl)C1(c2ccccc2)CCCC1
    1	11	-10	14	1	27	-2	15
> COCCN1CCn2c(nc3cc(C(=O)NC4CCCCC4)ccc32)C1
    -8	-43	-29	-52	-2	-208	-3	-58
> O=C(CSc1nnc(-c2ccncc2)n1Cc1ccccc1)Nc1cccc(Cl)c1
    -3	0	-2	0	2	-19	-49	-10
> Cc1ccc(Cn2c(CCNC(=O)c3ccc(Cl)cc3)nc3ccccc32)cc1
    14	68*	17	1	-3	52*	-5	2

Next part
Screens in order: USP10 inh	USP17 block	USP8 inh	USP28 block	UCHL1 block	USP30 inh	USP7 block	OTUD3 block
> COc1cccc(CNS(=O)(=O)c2ccc3c(c2)c(=O)n(C)c(=O)n3C)c1
    -3	-1	-35	7	2	6	1	2
> Cc1ccc(C2CCCCCN2S(=O)(=O)c2cc(F)ccc2F)s1 (stereo unspecified)
    7	15	15	3	2	8	4	16
> CCN1CCN(c2ccc(NC(=O)c3ccc([N+](=O)[O-])o3)cc2Cl)CC1
    0	-9	-193	2	4	7	4	9
> CC(C)(C)S(=O)(=O)Cc1nc(-c2ccc(C#N)cc2)cs1
    -1	nt	-113	-6	1	3	-6	-1
> O=C(CSc1ccc2nnc(CCNS(=O)(=O)c3ccccc3)n2n1)Nc1ccc(OC(F)(F)F)cc1
    -5	0	29	1	-7	-32	-7	-10
> CCC1(N2CCN(S(=O)(=O)c3ccc4c(c3)CCC4)CC2)CCN(S(C)(=O)=O)C1 (stereo unspecified)
    -7	-50	-18	-38	-14	-99	-15	-28
> CCN(c1ccccc1)S(=O)(=O)c1nnc(NC(=O)C23CC4CC(CC(C4)C2)C3)s1
    21	8	2	8	6	13	16	8
> CN1CCN(c2ccc(NC(=O)c3ccc(C(F)(F)F)cc3)cn2)CC1
    -3	-65	-10	-36	0	-247	0	-52
> COc1ccc(NC(=O)[C@@H]2CCCN2C2=NS(=O)(=O)c3ccccc32)cn1
    -7	-126	-140	-165	-156	i	-201	-208
> CC1OC1C(=O)[C@]1(O)[C@H](C)[C@@H](O)[C@@]23O[C@@]2([C@H](O)c2c(O)cccc2C3=O)[C@H]1O (stereo partly specified)
    -3	73*	-7	8	1	-394	6	9
> CC(C)OC(=O)c1cc2c(ccn2-c2ccc(F)cc2)n1CC(=O)N(C)C1CCCCC1
    -1	1	60*	-10	0	-39	2	-16
> O=C(Nc1cccc(F)c1)c1cccc(-c2nc(-c3ccccc3)no2)c1
    13	13	11	2	0	9	6	2
> COc1cc2c(=O)n(CCCC(=O)NCC3CCCO3)c(=O)n(CC(=O)c3ccc(Cl)cc3)c2cc1OC (stereo unspecified)
    -4	-91	-14	-129	-3	i	-3	-114
> CCCC12CN3CC(CCC)(CN(C1)C3c1ccc([N+](=O)[O-])o1)C2=O (stereo unspecified)
    -1	-11	-66	-3	2	-5	-2	3
> Cc1ccc(C)c(N2CCn3c2nc2c3c(=O)[nH]c(=O)n2C)c1
    0	1	0	3	-2	15	0	0
> CC(C)C[C@@H](NC(=O)C1(c2ccccc2)CCN(C(=O)[C@H]2CSCN2)CC1)C(=O)O
    0	-7	-50	2	2	5	5	1
> Cn1cc(-c2cnc(N3CCCC3)nc2)cc1C(=O)NCCc1ccccn1
    -6	-119	-97	-89	-22	-358	-26	-82
> CCCc1cc(C(=O)N2CCC3(C/C=C/COc4ccccc4C(=O)NCCNC3=O)CC2)no1
    -3	18	4	15	1	15	3	11

Reformatted as comma-separated lines: entries from further up
SMILES,USP10 inh,USP17 block,USP8 inh,USP28 block,UCHL1 block,USP30 inh,USP7 block,OTUD3 block
CCC1(N2CCN(S(=O)(=O)c3ccc4c(c3)CCC4)CC2)CCN(S(C)(=O)=O)C1 (stereo unspecified),-7,-50,-18,-38,-14,-99,-15,-28
CC1OC1C(=O)[C@]1(O)[C@H](C)[C@@H](O)[C@@]23O[C@@]2([C@H](O)c2c(O)cccc2C3=O)[C@H]1O (stereo partly specified),-3,73*,-7,8,1,-394,6,9
